# G9a block = qHTS Assay for Inhibitors of Histone Lysine Methyltransferase G9a; Histone-lysine N-methyltransferase EHMT2 (Homo sapiens), Q96KQ7; G9a H3K9 monomethylation, AlphaScreen, 2 h; Potency, µM (series often up to 102 µM), without a hit: at the top dose activity, negative = inhibition, usual class: inhibitors; 8.8% of 350,000 active; AID 504332, 2011; also: potency is read from the fitted curve at half-maximal effect; % is scaled to controls: 0 for no effect and ±100 for the full control effect; nearly all actives have a fitted effect of over 75% in size
#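 Step 1: enzyme (final 20 nM) with compound, 15 min RT. Step 2: substrate peptide 500 nM and SAM 20 uM, 2 h RT. Step 3: anti-H3K9me1 antibody and AlphaScreen beads, 10 min, then plate read.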
# 12-LOX inh = Primary qHTS assay for inhibitors of human arachidonate 12S-lipoxygenase (ALOX12): Round 2; Polyunsaturated fatty acid lipoxygenase ALOX12 (Homo sapiens), P18054; Potency, µM (highest dose often 108 µM), for inactives: at the highest dose activity change, negative = inhibition, most hits filed as inhibitors; purified 12hLO, xylenol orange hydroperoxide absorbance; 1.1% of 580,000 active; AID 1671190, 2021; also: potency is read from the fitted curve at half-maximal effect; % is scaled to controls: 0 for no effect and ±100 for the full control effect
#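 Hydroperoxide product was detected by ferrous iron/xylenol orange as the 573 to 405 nm absorbance ratio. Arachidonic acid at 40 uM (final) was turned over for 30 min at room temperature by 150 nM human 12hLO, pH 7.0 Hepes buffer, after 15 min compound preincubation.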
# GLS inhibitor = qHTS for Inhibitors of Glutaminase (GLS) | 0.21% of 410,000 active | GLS enzymatic activity, qHTS titration | Potency, µM (top dose mostly 45.5 µM), inactives show at the highest dose activity change, negative = inhibition, actives largely listed as inhibitors; also: potency is read from the fitted curve at half-maximal effect; % is scaled to controls: 0 for no effect and ±100 for the full control effect
# Target sequence (O94925 whole entry, looked up): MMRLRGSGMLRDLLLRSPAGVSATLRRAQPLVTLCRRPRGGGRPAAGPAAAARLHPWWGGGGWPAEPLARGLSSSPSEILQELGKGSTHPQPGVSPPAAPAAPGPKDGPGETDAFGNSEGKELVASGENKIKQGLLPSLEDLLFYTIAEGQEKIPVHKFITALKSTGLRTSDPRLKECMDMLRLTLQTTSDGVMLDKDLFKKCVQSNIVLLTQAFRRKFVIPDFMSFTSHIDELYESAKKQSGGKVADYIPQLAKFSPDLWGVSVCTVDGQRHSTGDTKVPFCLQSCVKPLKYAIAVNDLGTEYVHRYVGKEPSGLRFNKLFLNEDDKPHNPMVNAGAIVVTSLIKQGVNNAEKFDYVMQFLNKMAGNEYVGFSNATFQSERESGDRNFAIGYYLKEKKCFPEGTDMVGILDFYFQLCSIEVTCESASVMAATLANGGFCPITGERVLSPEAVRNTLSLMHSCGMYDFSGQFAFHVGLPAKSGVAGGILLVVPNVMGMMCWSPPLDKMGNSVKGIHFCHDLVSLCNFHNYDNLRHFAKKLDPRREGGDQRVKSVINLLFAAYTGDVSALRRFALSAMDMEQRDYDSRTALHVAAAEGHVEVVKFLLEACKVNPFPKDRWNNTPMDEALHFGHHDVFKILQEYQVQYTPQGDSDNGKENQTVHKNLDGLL
#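 Coupled fluorescence readout: glutamate oxidase/HRP/Amplex Red detect glutamate formed by hKGA from L-glutamine (1 mM solution added). Buffer 45 mM KH2PO4 pH 8.2, 0.02% Tween-20; reads at t0 and 30 min RT.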
# BAZ2B block = qHTS Assay for Inhibitors of BAZ2B; AlphaScreen BAZ2B-H3K14Ac peptide displacement; Potency, µM (doses to about 114 µM), for inactives: at the highest dose activity change, negative = inhibition, usual class: inhibitors; AID 504333, 2011; 4.4% of 360,000 active; also: potency is read from the fitted curve at half-maximal effect; % is scaled to controls: 0 for no effect and ±100 for the full control effect; nearly all actives have a fitted effect of over 60% in size
#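 Protein-peptide AlphaScreen: BAZ2B 50 nM, b-H3K14Ac 50 nM, 1x PBS pH 7.4 + 0.01% Tween-20. Preincubation 30 min RT; cpd 30 min RT (top 110 uM); beads 20 min RT, light-protected.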
# JMJD2A Tudor = qHTS Assay for Inhibitors of JMJD2A-Tudor Domain. Lysine-specific demethylase 4A (Homo sapiens), O75164. AlphaScreen JMJD2A-Tudor / H3K4me3 peptide binding. Potency, µM (series often up to 114 µM), for the others: at the top dose activity change, negative = inhibition, usual class: inhibitors. 4.4% of 390,000 active; also: potency is read from the fitted curve at half-maximal effect; % is scaled to controls: 0 for no effect and ±100 for the full control effect; nearly all actives have a fitted effect of over 50% in size
# PI4K2A inh = qHTS for small molecular inhibitors of PI4K2A; purified PI4K2A, ADP-Glo luminescence, 1 h; active compounds read low; activity change, negative = inhibition, % at 76.9 µM; 0.13% of 420,000 active; in the data active = activity change below about -50%; inconclusive = mostly about -30% to -49%;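 also: -100% = wells without enzyme as full effect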
#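 In this quantitative HTS, ADP production by PI4K2A was quantified luminescently after 1 h at ambient temperature; 100 microM adenosine served as plate-quality control.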
# RGS4 inh = Inhibitors of Regulator of G Protein Signaling (RGS) 4: qHTS; Regulator of G-protein signaling 4 (Homo sapiens), P49798; Transcreener GDP fluorescence polarization, RGS4-accelerated GTP hydrolysis; Potency, µM (top dose mostly 114 µM), inactives show at the top dose activity change, negative = inhibition, most hits filed as inhibitors; 0.039% of 390,000 active; also: potency is read from the fitted curve at half-maximal effect; % is scaled to controls: 0 for no effect and ±100 for the full control effect; nearly all actives have a fitted effect of over 75% in size; some results filed as inactive show a strong effect at the top dose
# Target sequence (P49798 whole entry, looked up): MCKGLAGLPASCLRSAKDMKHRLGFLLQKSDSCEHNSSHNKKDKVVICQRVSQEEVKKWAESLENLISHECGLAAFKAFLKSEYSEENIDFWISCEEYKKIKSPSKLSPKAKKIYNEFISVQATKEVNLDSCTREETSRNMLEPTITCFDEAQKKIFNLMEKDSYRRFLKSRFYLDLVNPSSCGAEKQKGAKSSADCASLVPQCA
#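 MLSMR compounds (23 nl, pin-transferred) preincubated 10 min at room temperature with a 500nM (2x) first reagent, then RGS4 at 900nM (2x) plus Transcreener GDP mix added; fluorescence polarization (620/688 nm) read before and after 90 min at 30 °C.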
# ERG Ets-DNA blk = qHTS for Small Molecule Inhibitors of the ERG Ets/DNA interaction | Transcriptional regulator ERG (Homo sapiens), P11308 | fluorescence polarization, His-ERG Ets domain / labelled DNA | Potency, µM (highest dose often 76.9 µM), inactives show at the top dose FP activity, negative = inhibition, usual class: inhibitors | 0.028% of 370,000 active | AID 624246, 2012; active = well fitted inhibition curve with a large enough effect in the polarisation, with a control signal flat; inconclusive = small, poorly fitted or top-dose-only effect, or effect the other way, or a change in a side signal; inactive = no such curve, though single readings can be large or run the other way; the % refers to the polarisation;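 also: polarization taken with two DNA probes labelled with fluorescein and Texas red; potency is read from the fitted curve at half-maximal effect; % of control where 0% means no effect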
#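 His-tagged ERG Ets domain (1 uM in the protein solution; 300mM KCl, 50mM Tris-HCl, 1mM EDTA, 1mM DTT, pH 7.5) received compound, then a probe mix of 5 nM fluorescein-DNA and 100nM Texas-615-DNA. Fluorescence polarization was read for both dyes.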
# HP1b chromo inh = HTS for Inhibitors of HP1-beta Chromodomain Interactions with Methylated Histone Tails | Chromobox protein homolog 1 (Homo sapiens), P83916 | AlphaScreen HP1-beta / biotin-H3K9me3 peptide binding | Potency, µM (doses to about 114 µM), for the others: at the highest dose activity change, negative = inhibition, actives largely listed as inhibitors | 0.56% of 390,000 active; also: potency is read from the fitted curve at half-maximal effect; nearly all actives have a fitted effect of over 70% in size; inactives centre near 23
# Target sequence (P83916 whole entry, looked up): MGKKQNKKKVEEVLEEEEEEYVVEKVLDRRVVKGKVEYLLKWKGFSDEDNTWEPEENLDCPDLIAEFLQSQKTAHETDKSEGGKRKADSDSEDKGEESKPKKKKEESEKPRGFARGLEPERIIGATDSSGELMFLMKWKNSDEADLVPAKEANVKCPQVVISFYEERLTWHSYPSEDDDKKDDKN
#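 Compound inhibition of the preformed complex between 50 nM HP1-beta and 50 nM biotinylated H3K9me3 peptide was read by AlphaScreen. Buffer was PBS pH 7.4 with 0.01% Tween-20. Incubations ran 30 min at room temperature, with 10 ug/mL donor/acceptor beads.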
# * marks the source's active call; other numbers are inactive results; ? = inconclusive; . = not tested or not shown; & = joins results of further samples; ! = not confirmed by another sample; [ ] = remark or other dose. Unless noted, calls follow the shape of the dose curve; as a rule, active = well fitted curve in the direction sought with a large enough effect; inconclusive = small, poorly fitted or top-dose-only effect, or another doubt; inactive = no such curve, though single readings can be large; an effect the other way counts as inactive or inconclusive. An excerpt; the hit share may differ from the screen's.
SMILES,G9a block,12-LOX inh,GLS inhibitor,BAZ2B block,JMJD2A Tudor,PI4K2A inh,RGS4 inh,ERG Ets-DNA blk,HP1b chromo inh
COC(=O)c1c(C)[nH]c(C(=O)C(Cc2ccccc2)N(C)C)c1C (centres undefined),-39%[12.7 µM],0%,5%,-32%,2%[11.4 µM],4,-12%[11.4 µM],-1%,-17%
Cc1nc2ccccn2c1P(=S)(c1ccccc1)c1ccccc1,.,-54%,?,.,?,-3,.,.,.
Cn1cc([N+](=O)[O-])c(C(=O)Nc2ccc3c(C(F)(F)F)cc(=O)oc3c2)n1,28%,0%,4%,-13%,5%,1,14%,1%,34%
C=CCn1c(O)c(C(CC)=Nc2ccccc2NC(C)=O)c(=O)[nH]c1=O,1.4µM*,-1%,0%,-11%,-22%,-1,-22%,-2%,59%
Cc1ccc(C(O)P(=O)(OCCC(C)C)c2ccc(N(C)C)cc2)cc1 (centres undefined),7%[2.33 µM],.,13%,?,-23%,-6,13%,15%,13%
CCc1ccccc1NC(=O)c1sc2nc3c(cc2c1N)CN(Cc1ccccc1)CC3,-9%[59 µM],-8%,0%,-6%,?,-2,-3%,3%,39%[activator]
O=C(c1ccc2c(c1)ncn2C1CCCCC1)N1CCC2(CC1)OCCO2,31%[0.501 µM],402%[activator],-5%,-18%,-10%,9,-28%,4%,24%
CC(=O)c1cn(CCCOc2ccccc2)c2ccccc12,80%[activator],-3%,-9%,-6%,37%[activator],3,0%,-4%,81%[activator]
CCCC[N+]1(C)[C@@H]2CC(OC(=O)[C@H](CO)c3ccccc3)C[C@H]1[C@@H]1O[C@@H]12 (some centres undefined),-6%[59 µM],-5%,-9%,-12%,1%,1&-4,-1%,-11%,40%[activator]
Fc1ccc2c(c1)nnn2C1CCN(Cc2nnnn2C2CCCCC2)CC1,?,0%,1%,?,-15%[57.1 µM],-2,-22%[56.9 µM],2%,52%[activator]
O=C(O)C1CSC(c2cccnc2)N1 (centres undefined),3.5µM*,?,2%,.,7.9µM*,5,-8%,-2%,18µM*
Oc1ccc(O)c2c1C1(Cl)C(Cl)=C(Cl)C2(Cl)C1(Cl)Cl,.,?,-18%,.,?,1,-3%,3%,-3%[57 µM]
CN1CN=C(N[N+](=O)[O-])N(Cc2ccco2)C1,-9%[59 µM],-2%,0%,-31%,-11%,-1,-4%,-2%,35%
COc1ccc(C2NCc3ccccc3-n3cccc32)cc1 (centres undefined),71µM*,6%,6%,?,?,-6,-5%,11%,-15%
CCc1cc(=O)oc2c(C)c(OCC(=O)N3C[C@H]4C[C@@H](C3)c3cccc(=O)n3C4)ccc12,-9%[12.7 µM],16%,5%,3%,-14%,0,4%,0%,14%
CCOc1ccccc1CN(CCc1ccc2c(c1)OCO2)Cc1ccc(CC)cc1,?,?,-16%,40µM*,5µM*,-1,-16%,1%,?
CC1=NN(c2ccccc2)C(=O)C1=C(C)C,?,-20%,16%,?,-19%,-10,-31%,40%[activator],50%[activator]
O=C(CN1C(=O)COc2ccccc21)N1CCC2(CC1)OCCO2,-5%,0%,-5%,-2%[57.1 µM],-2%,7,-28%[56.9 µM],17%,71%[activator]
Cc1ccccc1-c1nn2c(=O)cc(CN3CCN(C(=O)COc4ccccc4Cl)CC3)nc2s1,5%[59 µM],-18%,-10%,-7%,-24%,2,34%,4%,3%[57 µM]
O=C(C(=O)N1CCOCC1)c1cn(CCCOc2ccccc2)c2ccccc12,0%,-4%,1%,-14%,-6%,-2,38%,6%,30%
O=c1c2ccccc2nc(-c2ccco2)n1-c1ccc(Br)cc1,8%,-3%,-12%,-11%,-3%,-1,-37%,0%,19%
Cc1ccc2nsnc2c1-n1c(C)nc2ccccc2c1=O,?,10%,3%,-2%,-7%,-5,30%,-3%,23%
CC(Cc1ccccc1Sc1ccc(O)cc1)N(C)C (centres undefined),-7%[2.33 µM],.,29%,-2%,-20%,-7,-3%,-3%,7%
O=c1[nH]c2ccccc2c(=O)n1-c1ccc(Cl)c(Cl)c1,15%[59 µM],0%,-3%,2%,-2%,1,5%,2%,30%
CCCCn1c(=O)c(C=Nc2cccnc2Cl)c(O)n(CCCCl)c1=O,5%[59 µM],-21%,4%,-4%,-10%,-4,-37%,2%,27%

# Molecules listed so far that contain fluorine:
SMILES,G9a block,12-LOX inh,GLS inhibitor,BAZ2B block,JMJD2A Tudor,PI4K2A inh,RGS4 inh,ERG Ets-DNA blk,HP1b chromo inh
Cn1cc([N+](=O)[O-])c(C(=O)Nc2ccc3c(C(F)(F)F)cc(=O)oc3c2)n1,28%,0%,4%,-13%,5%,1,14%,1%,34%
Fc1ccc2c(c1)nnn2C1CCN(Cc2nnnn2C2CCCCC2)CC1,?,0%,1%,?,-15%[57.1 µM],-2,-22%[56.9 µM],2%,52%[activator]

# Next structures follow:
SMILES,G9a block,12-LOX inh,GLS inhibitor,BAZ2B block,JMJD2A Tudor,PI4K2A inh,RGS4 inh,ERG Ets-DNA blk,HP1b chromo inh
Cn1c(N2CCNCC2)nc2ccccc21,40%[12.7 µM],-25%,-5%,-3%,-3%,0,6%,5%,22%
FC(F)(F)c1ccccc1N1CC1c1ccncc1 (centres undefined),18%,0%,-1%,1%,-20%,-7,16%,8%,39%[activator]
Cc1cccc(NC(=O)c2ccc(F)c(S(=O)(=O)N3CCN(c4ccc(F)cc4)CC3)c2)c1,?,?,1%,-15%,?,-1,0%,2%,23%
C=CC1CN2CCC1CC2C(OC(C)=O)c1ccnc2ccc(OC)cc12 (centres undefined),.,84%[activator],10%,-1%,-9%,-2,23%,2%,-5%
O=c1[nH]c(=O)n(-c2ccc(Cl)cc2)c(O)c1C=NCCN1CCCCC1,?,1%,7%,-7%,-13%,1,12%,2%,29%
COC(=O)C1=C(c2ccc(Cl)c(C(F)(F)F)c2)C[C@@H]2CC[C@H]1N2C(=O)NCCOc1ccccc1Cl,-5%[2.33 µM],.,13%,6%,-15%,-2,26%,-4%,36%
Cc1cc(O)c2c(C)c(CC(=O)N3C[C@H]4C[C@@H](C3)c3cccc(=O)n3C4)c(=O)oc2c1,.,11%,8%,12%,-22%,-1,-7%,12%,20%
CCOC(=O)c1cn2nc(OP(=S)(OCC)OCC)cc2nc1C,20µM*,112%[activator],8%,77%[activator],79%[activator],0,-21%,-2%,122%[activator]
CC[C@@H](CO)NC(=O)[C@@H]1C=C2c3cccc4c3c(cn4C)C[C@H]2N(C)C1,6.3µM*!,?,29%&-13%&29%,?,-23%&-17%,-5&0&-12&-13,19µM*!,-28%&-28%,22%&23%
COc1cc2[nH]c(=O)n(-c3ccc(C)cc3)c(=O)c2cc1OC,-1%&-11%[59 µM],?,-5%&2%,0%&0%,2%&-13%,-3&3,-9%&22%,-2%&-4%,32%&14%
COC(=O)C1=C(c2ccc3ccccc3c2)C[C@@H]2CC[C@H]1N2C(=O)NCCO,27%[2.33 µM],7%,6%,-6%,-17%,0,9%,3%,31%
COc1ccccc1NC(=O)N(Cc1ccco1)C1CCN(C(C)=O)CC1,6%[59 µM],9%,-7%,4%,-13%,-1,14%,-5%,50%[activator]
CC(C)N1C(=S)SC(C)(C)C1n1oc(=O)n(-c2cccc(Cl)c2)c1=O (centres undefined),?,-25%,-1%,2%,4%,4,-39%,3%,57%[activator]
CCN(CC)c1ccc(N=Cc2c(O)n(-c3ccc(Cl)cc3)c(=O)[nH]c2=O)cc1,.,0%,28%,-3%,-12%,3,-4%,-5%,66%
COC(=O)C1=C(c2ccc(F)cc2OCc2ccccc2)C[C@@H]2CC[C@H]1N2C(=O)NCc1ccc(OC)cc1,1%[0.501 µM],-4%,-7%,-5%,-23%,5,9%,12%,36%
O=C1NC(=O)C(Nc2ccc(Cl)c(Cl)c2)C(=O)N1,.,-5%,18%,.,32µM*,?,?,-6%,13%
CN(C)C(=O)Oc1ccc2c(c1)O/C(=C\c1ccccc1)C2=O,-35%,-45%,2%,-33%,-35%,1,6%,-1%,2%
Cc1c(C(=O)NCCC2=CCCCC2)oc2ccc(S(=O)(=O)N3CCC4(CC3)OCCO4)cc12,50µM*,0%,-5%,3%,-20%,1,-9%,5%,22%
CCCC(C)C1(CC)C(=O)NC(=Nc2ccc(F)cc2)NC1=O (centres undefined),5%[59 µM],0%,0%,8%,-14%,0,-2%,-5%,25%
COc1ccc(NC(=O)Nc2cccc3cccnc23)cc1,-19%,11%,8%,-36%,?,0,13%,-19%,9%
COC(=O)C(O)(c1ccc2c(c1)CCCN2)C(F)(F)F (centres undefined),12%[59 µM],7%[57.4 µM],-29%,-4%,-19%,-4,-4%,.,-10%
COc1ccc(CCNCc2sccc2C)cc1,-6%,?,2%,-3%,2%,1,30%,1%,19%

# Bioassay records (PubChem)
